Mcl1-Noxa inh – disrupts binding of human Mcl-1 to Noxa peptide. TR-FRET Mcl-1/Noxa peptide binding, 2 h. actives 1.5% (n = 220,000). inhibition, % at 21.7 µM. AID 1022. Q07820;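 active = compounds that cut the protein-peptide binding signal by more than 50% relative to plate controls in a single-dose test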;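 note: His-tagged Mcl-1 with rhodamine Noxa BH3 peptide and terbium anti-His antibody; 0% = Mcl-1 plus Noxa peptide wells and 100% = peptide-only wells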
Target sequence (Q07820 whole entry, looked up): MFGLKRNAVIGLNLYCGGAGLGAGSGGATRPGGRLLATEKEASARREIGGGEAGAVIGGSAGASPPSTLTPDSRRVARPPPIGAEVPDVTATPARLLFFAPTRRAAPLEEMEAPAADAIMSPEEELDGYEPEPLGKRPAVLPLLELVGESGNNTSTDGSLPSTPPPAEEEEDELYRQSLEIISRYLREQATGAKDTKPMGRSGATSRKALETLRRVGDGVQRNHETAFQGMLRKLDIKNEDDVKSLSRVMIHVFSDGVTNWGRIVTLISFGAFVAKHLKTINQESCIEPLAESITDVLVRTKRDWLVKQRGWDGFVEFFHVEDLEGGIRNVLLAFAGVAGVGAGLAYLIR
Mcl-1 Bim block – human Bim-Mcl-1 interaction inhibition; inhibition, % at 10 µM; Bead-based flow cytometry, Bim peptide-Mcl-1 binding; actives 0.1% (n = 190,000); in the data active = inhibition above about 40%;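 note: 0% = no compound tracer wells and 100% = peptide blocker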
RGS8-Gao reg – human RGS8-Galphao interaction regulation. multiplexed bead flow cytometry, RGS8-Galphao binding; actives lie on both sides. response (percent of control binding), % at 10 µM. actives 0.34% (n = 220,000). AID 1423; in the data active = response below about 60% or above about 140%; inactive = in between;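 note: Galphao activated as the GDP aluminium fluoride complex binding bead-coupled RGS8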
Target sequence (P09471 whole entry, looked up): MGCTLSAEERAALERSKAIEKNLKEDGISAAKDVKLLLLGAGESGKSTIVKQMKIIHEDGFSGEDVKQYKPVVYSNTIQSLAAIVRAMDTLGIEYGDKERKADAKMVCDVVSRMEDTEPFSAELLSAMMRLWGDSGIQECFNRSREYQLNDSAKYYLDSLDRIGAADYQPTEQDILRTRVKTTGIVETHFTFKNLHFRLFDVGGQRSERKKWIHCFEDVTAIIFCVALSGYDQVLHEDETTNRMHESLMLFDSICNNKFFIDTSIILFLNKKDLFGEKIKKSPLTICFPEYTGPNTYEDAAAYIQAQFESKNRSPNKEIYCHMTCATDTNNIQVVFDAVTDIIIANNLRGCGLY
Pf gamet viab – P. falciparum stage V gametocyte viability inhibition | P. falciparum stage V gametocytes, ATP luminescence, 24 h | actives 0.065% (n = 150,000) | inhibition, % at 10.9 µM | AID 743093;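 active = inhibition above the mean plus 3 SD of compounds within the control limits, set per campaign, cut at about 38% in these data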;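 note: 0% = DMSO wells and 100% = medium only without gametocytes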
Mcl1 Bid PPI – Mcl-1/Bid interaction inhibition; TR-FRET Mcl-1/Bid-Dy647 peptide binding, 1536-well; inhibition, % at 21.7 µM; actives 0.97% (n = 220,000); Q07820;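 active = compounds that cut the binding signal by more than half at the single screening dose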;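 note: His-tagged Mcl-1 with europium anti-His antibody binding Bid BH3 peptide; 0% = Mcl-1 plus peptide wells and 100% = peptide-only wells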
Starred values were filed as active, the others as inactive; . = no result given. These rows are one share of the data; the hit share may differ from the screen's.

SMILES	Mcl1-Noxa inh	Mcl-1 Bim block	RGS8-Gao reg	Pf gamet viab	Mcl1 Bid PPI
CCCC[N+]1(C)C2CC(OC(=O)C(CO)c3ccccc3)CC1C1OC12 (stereo unspecified)	-17	.	103	.	-10
c1nc2nc3c(c(N4CCNCC4)n2n1)CCCC3	7	.	98	.	-41
CC(=O)OC[C@]12CCC(C)=C[C@H]1O[C@@H]1[C@H](O)[C@@H](OC(C)=O)[C@@]2(C)[C@]12CO2	13	.	102	.	-25
CC(C)(C#CCCCCC#CC(C)(C)[N+](C)(C)C)[N+](C)(C)C	-2	.	101	.	-19
O=C1NC(=O)C(=C/C=C/c2coc3ccc(Br)cc3c2=O)C(=O)N1	-156	.	97	.	15
O=C(O)CC1OCC=C2CN3CCC45C6=CC(=O)C(=O)C([N+](=O)[O-])=C6NC4C1C2CC35 (stereo unspecified)	-3	.	69	.	4
COc1ccc(C2=CC(c3ccc(OC)c(OC)c3)c3c(c4ccccc4oc3=O)O2)cc1OC (stereo unspecified)	-24	.	99	.	-28
C=C(C=O)C[C@@H]1C[C@H](O)C2OC3C[C@]4(C)OC5/C=C\CC6OC7C(CC=CCC6OC5CCCC4OC3CC2O1)OC1CC2OC3CC(=O)OC3C[C@@H](C)C[C@@]2(C)OC1C[C@@H]7C (stereo partly specified)	1	.	95	.	-41
COc1ccc(O)c2c(=O)c3c(OC)cc4c(c3oc12)C1C=COC1O4 (stereo unspecified)	36	.	102	.	1
NNCc1cccc(O)c1	-5	.	102	.	-78
CN1CCC2(O)OCCCC2C1 (stereo unspecified)	5	.	100	.	0
CCOP(=O)(OCC)/C(C#N)=C/c1ccc(Br)cc1	9	.	104	.	5
O=C1NC(=S)NC(=O)C1=Cc1cccc2cc3ccccc3cc12	26	.	81	.	15
Oc1cccc2nc3ccccc3nc12	31	.	105	.	-46
COc1cc(C=C2C(=O)NC(=O)NC2=O)cc(OC)c1OC	-11	.	94	.	-63
O=[N+]([O-])c1cc([As](=O)(O)c2ccc(O)c([N+](=O)[O-])c2)ccc1O	24	.	94	.	5
Cc1ccc(C(=O)N[C@@H](C)CN2C3=NC[C@H](Cc4ccccc4)N3C[C@H]2Cc2ccc(O)cc2)cc1Br	31	.	91	.	-38
COc1ccc2c(c1)C13CCCC[C@@H]1C(C2)N(C)CC3 (stereo partly specified)	7	.	99	.	0
COc1ccccc1N1CCNCC1	3	.	99	.	-23
COc1ccccc1[As](=O)(O)CC(O)COc1ccc(Cl)cc1Cl (stereo unspecified)	7	.	99	.	-52

Exported with each value named: entries from further up.
SMILES: Cc1ccc(C(=O)N[C@@H](C)CN2C3=NC[C@H](Cc4ccccc4)N3C[C@H]2Cc2ccc(O)cc2)cc1Br
  Mcl1-Noxa inh = 31 | Mcl-1 Bim block = . | RGS8-Gao reg = 91 | Pf gamet viab = . | Mcl1 Bid PPI = -38

SMILES: CN1CCC2(O)OCCCC2C1 (stereo unspecified)
  Mcl1-Noxa inh = 5 | Mcl-1 Bim block = . | RGS8-Gao reg = 100 | Pf gamet viab = . | Mcl1 Bid PPI = 0

SMILES: COc1ccc(O)c2c(=O)c3c(OC)cc4c(c3oc12)C1C=COC1O4 (stereo unspecified)
  Mcl1-Noxa inh = 36 | Mcl-1 Bim block = . | RGS8-Gao reg = 102 | Pf gamet viab = . | Mcl1 Bid PPI = 1

SMILES: COc1cc(C=C2C(=O)NC(=O)NC2=O)cc(OC)c1OC
  Mcl1-Noxa inh = -11 | Mcl-1 Bim block = . | RGS8-Gao reg = 94 | Pf gamet viab = . | Mcl1 Bid PPI = -63

(more compounds)
SMILES	Mcl1-Noxa inh	Mcl-1 Bim block	RGS8-Gao reg	Pf gamet viab	Mcl1 Bid PPI
CN1C2CCC1C(COC(=O)c1ccccc1)C(O)C2 (stereo unspecified)	10	.	98	.	0
COc1cc(O)c(C(=O)O)c(-c2cc(O)c(O)cc2C)c1	93*	.	81	.	-36
Cn1c(O)c(/C=N/N2CCOCC2)c(=O)[nH]c1=S	5	.	94	.	-11
O=C1/C(=C\c2ccccc2)C2OCC=C3CN4CCC56c7ccccc7N1C5C2C3CC46 (stereo unspecified)	-2	.	104	.	-65
CC(Cc1ccc(O)cc1)NCC(O)c1cc(O)cc(O)c1 (stereo unspecified)	6	.	96	.	-80
C=C1[C@@H](C)[C@H]2[C@H](Cc3ccccc3)NC(=O)[C@]23OC(=O)/C=C/[C@H](O)CCC[C@@H](C)C/C=C/[C@H]3[C@@H]1O	10	-2	96	.	-5
CC(O)(CS(=O)(=O)c1ccc(F)cc1)C(=O)Nc1ccc(C#N)c(C(F)(F)F)c1 (stereo unspecified)	9	2	103	.	-2
COC(=O)N1CCN(C(=O)Cc2ccc(Cl)c(Cl)c2)C(CN2CCCC2)C1 (stereo unspecified)	19	-1	100	.	1
NC1=NC(=O)C(c2ccccc2)O1 (stereo unspecified)	7	-3	102	.	5
COC(=O)C1=C(c2ccccc2OCc2ccccc2)C[C@@H]2CC[C@H]1N2C(=O)NCc1ccc([N+](=O)[O-])cc1	.	.	.	-18	.
O=[N+]([O-])c1ccc(NCCCN2CCOCC2)nc1	.	.	.	5	.
COc1ccccc1N1CCN(CCc2ccccc2)CC1	.	.	.	-11	.
Cc1nc2ccccc2c(=O)n1-c1ccc(Cl)c(Cl)c1	.	.	.	-7	.
O=[N+]([O-])c1ccc(CNCCc2ccccc2)cc1	.	.	.	-8	.
O=C(c1ccc(F)cc1)N1CCC2(CC1)OCCO2	.	.	.	-4	.
O=C(O)COc1ccc(Cl)cc1Cl	.	.	.	1	.
c1coc(CNCCc2c[nH]c3ccccc23)c1	.	.	.	-6	.
COc1ccc(SCC2CN(C)CCC2c2ccc(F)cc2)cc1 (stereo unspecified)	.	.	.	6	.
Cc1cc(-c2ccccc2)cc(-c2ccccc2)[n+]1CCc1ccccc1	.	.	.	12	.
CCN1CCN(Cc2cc(OC)c3c(c2)OCO3)CC1	.	.	.	12	.

Entries of single compounds, quoted from the list. Screens in order: Mcl1-Noxa inh, Mcl-1 Bim block, RGS8-Gao reg, Pf gamet viab, Mcl1 Bid PPI
Entry for CCN1CCN(Cc2cc(OC)c3c(c2)OCO3)CC1 = ., ., ., 12, .
Entry for O=C(O)COc1ccc(Cl)cc1Cl = ., ., ., 1, .
Entry for COC(=O)N1CCN(C(=O)Cc2ccc(Cl)c(Cl)c2)C(CN2CCCC2)C1 (stereo unspecified) = 19, -1, 100, ., 1

Among those listed so far, these have an NH in an aromatic ring:
SMILES	Mcl1-Noxa inh	Mcl-1 Bim block	RGS8-Gao reg	Pf gamet viab	Mcl1 Bid PPI
Cn1c(O)c(/C=N/N2CCOCC2)c(=O)[nH]c1=S	5	.	94	.	-11
c1coc(CNCCc2c[nH]c3ccccc23)c1	.	.	.	-6	.

(listing goes on)
SMILES	Mcl1-Noxa inh	Mcl-1 Bim block	RGS8-Gao reg	Pf gamet viab	Mcl1 Bid PPI
Cc1ccc(N=C(/N=C(\N)N[N+](=O)[O-])Nc2ccc(C)cc2)cc1	.	.	.	20	.
COC(=O)C1=C(c2ccccc2)C[C@@H]2CC[C@H]1N2C(=O)NCCS(C)=O (stereo partly specified)	.	.	.	-11	.
COCCNC(=O)N1[C@H]2CC[C@@H]1C(C(=O)OC)=C(c1ccc(-c3ccccc3)c(F)c1)C2	.	.	.	20	.
NP(=O)(OCCCc1ccccc1)Oc1ccccc1Cl (stereo unspecified)	.	.	.	8	.
Cc1cc(N2CCNCC2)nc2ccccc12	.	.	.	-15	.
CN(C(=O)Oc1ccc(F)cc1)c1ccccc1	.	.	.	-10	.
c1ccc2c(CN3CCOCC3)c[nH]c2c1	.	.	.	7	.
COc1ccc(-c2nn(CCC#N)cc2C(=O)Nc2ccccc2Br)cc1	.	.	.	-15	.
COc1ccc([C@@H](O)[C@@H](N)c2ccccc2)cc1	.	.	.	28	.
CCCCCCn1c(=O)c(C(=O)Nc2ncccc2C)c(O)c2ccccc21	.	.	.	5	.
COc1ccccc1CC(=O)N1CCN(CCc2ccccc2)CC1	.	.	.	1	.
COC(=O)C1=C(c2ccc(-c3ccccc3)c(F)c2)C[C@@H]2CC[C@H]1N2C(=O)NCCNC(C)=O	.	.	.	16	.
Cc1cc(C)c(N=Cc2c(O)[nH]c(=O)[nH]c2=O)c(C)c1	.	.	.	-5	.
CC(c1ccccc1)[n+]1ccccc1 (stereo unspecified)	.	.	.	16	.
CCCOC(=O)c1ccc(-[n+]2c(-c3ccccc3)cc(-c3ccccc3)cc2-c2ccccc2)cc1	.	.	.	33	.
C=C[C@@H]1C2=CCOC(=O)C2=CO[C@H]1O[C@@H]1O[C@H](CO)[C@@H](O)[C@H](O)[C@H]1O	.	.	.	3	.
Oc1ccccc1-[n+]1c(-c2ccccc2)cc(-c2ccccc2)c(O)c1-c1ccccc1	.	.	.	6	.
COC(=O)C1=C(c2ccc(F)cc2OCc2ccccc2)C[C@@H]2CC[C@H]1N2C(=O)N1CCC(O)(c2ccc(Cl)cc2)CC1	.	.	.	-17	.
CC(Cc1ccccc1)NC(=O)c1ccc(N)cc1 (stereo unspecified)	.	.	.	6	.
COC(=O)C1=C(c2ccccc2)C[C@@H]2CC[C@H]1N2C(=O)NC1CC1	.	.	.	-3	.
CCCCn1c(=O)c(C(=O)Nc2ccccc2F)c(O)c2ccccc21	.	.	.	0	.
CN(Cc1ccccc1)C(=O)CN1CCCC1=O	.	.	.	-15	.
O=C1CC(=O)N(c2ccccc2)C(=O)N1c1ccccc1	.	.	.	-7	.
Cn1c(O)c(/C=C2\C=Nc3ccccc32)c(=O)n(C)c1=O	.	.	.	-22	.
COC(=O)C1=C(c2ccc(OC(F)(F)F)cc2)C[C@@H]2CC[C@H]1N2C(=O)NC1Cc2ccccc2C1	.	.	.	16	.
COC(=O)C1=C(c2ccc(F)cc2OCc2ccccc2)C[C@@H]2CC[C@H]1N2C(=O)NCc1ccccc1C(F)(F)F	.	.	.	-9	.
C[C@@H]([C@@H](O)c1ccccc1)N(C)C(=O)Cc1ccccc1	.	.	.	8	.
COC(=O)C1=C(c2ccc(OC(F)(F)F)cc2)C[C@@H]2CC[C@H]1N2C(=O)NCc1cccc2ccccc12	.	.	.	-25	.
Cc1nn(C)cc1/C=C1/CC2C3CC=C4CC(O)CCC4(C)C3CCC2(C)C1=O (stereo unspecified)	.	.	.	-6	.
Cc1cccc(C)c1N1CCN(c2c(C)cccc2C)CC1	.	.	.	2	.
O=C(Nc1ccc(Cl)c(Cl)c1)c1ccco1	.	.	.	-8	.
[O-]c1ccccc1-[n+]1c(-c2ccccc2)cc(-c2ccccc2)cc1-c1ccccc1	.	.	.	14	.
CCOC(=O)[C@]12Cc3ccccc3[C@H]1N(Cc1ccccc1)C(=O)c1ccccc12	.	.	.	-8	.
COc1ccccc1-n1c(O)c(/C=C2\C=Nc3ccccc32)c(=O)[nH]c1=O	.	.	.	-3	.
CCCCn1c(=O)c(C(=O)Nc2ccccn2)c(O)c2ccccc21	.	.	.	8	.
COC(=O)C1=C(c2cc3ccccc3s2)C[C@@H]2CC[C@H]1N2C(=O)NCc1ccc(F)cc1	.	.	.	-130	.
COc1cc2nc(CN3CC=C(c4ccccc4)CC3)[nH]c(=O)c2cc1OC	.	.	.	7	.
COC(=O)C1=C(c2ccc(OC(F)(F)F)cc2)C[C@@H]2CC[C@H]1N2C(=O)NCc1ccc(F)cc1	.	.	.	15	.
COP(=O)(OC)C(Nc1ccccc1)c1ccccc1 (stereo unspecified)	.	.	.	4	.
C=C1[C@H]2CC[C@H]3[C@]4(C)C[C@H](O[C@@H]5OC(CO)[C@@H](OSOOO)[C@H](OS(=O)(=O)O)[C@H]5OC(=O)CC(C)C)C[C@@H](C(=O)O)[C@H]4CC[C@]3(C2)[C@H]1O (stereo partly specified)	.	.	.	-15	.
CC(=O)N(C)CC#CCN1CCC(O)CC1	.	.	.	-3	.
O=C(Cc1ccc(N(CCCl)CCCl)cc1)NC(Cc1ccc(Cl)cc1)C(=O)O (stereo unspecified)	.	.	.	-13	.
COC(=O)C1=C(c2ccc(F)cc2OCc2ccccc2)C[C@@H]2CC[C@H]1N2C(=O)NCc1ccc(Cl)cc1	.	.	.	-13	.
CN(C)CCN(CC1CCCN(Cc2ccccc2F)C1)C(=O)Cc1ccc(F)c(F)c1 (stereo unspecified)	.	.	.	-1	.
O=c1[nH]c(O)c(/C=C2\C=Nc3ccc(OCc4ccccc4)cc32)c(=O)[nH]1	.	.	.	13	.
Cc1ccc(CNCCc2ccc(F)cc2)s1	.	.	.	-6	.
O=C1N[C@@H](Cc2ccccc2)C(=O)N2[C@H]1C[C@H]1c3ccccc3N(OOSc3ccccc3)[C@H]12	.	.	.	-48	.
COc1cc(OC)c2c(c1)O[C@@H](c1ccc(OC)c(OC)c1)[C@H](O)C2	.	.	.	4	.

Source: PubChem BioAssay
